High-throughput results as filed in PubChem BioAssay.
p53ts 32C tox: p53ts cell cytotoxicity, permissive temperature | H1299-p53A138V at 32C, ATP luminescence viability, 24 h | Potency, µM (titrated, usually from 46.1 µM), without a hit: at the highest dose activity change, negative = cytotoxicity, usual class: cytotoxic | 0.93% of 130,000 active | AID 924;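 note: 0% = DMSO and -100% = full killing by reference compound; nearly all actives have a fitted effect of over 55% in size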
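Cells: H1299 p53ts (A138V), 600/well, pre-incubated 16–30 h at 37C. Cpd up to 46 uM, 24 h, 32C. Readout: ATPlite luminescence, 20 min RT. Normalization: DMSO vs tamoxifen 100 uM. AC50 by Hill equation.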
p53ts 39C tox: kills p53ts cells at the nonpermissive temperature; H1299-p53A138V viability at 39C, ATP luminescence, 24 h; Potency, µM (top dose mostly 46.1 µM), for inactives: top-dose activity change, negative = cell killing, usual class: cytotoxic; 1.5% of 130,000 active; AID 902; note: nearly all actives have a fitted effect of over 55% in size
IkB signaling: IkB pathway inhibition in ABC-DLBCL cells | ABC-DLBCL IkBa-CBG/CBR dual luciferase ratio, 4 h; response scale: scaled: untreated 0%, proteasome inhibitor 100% | Potency, µM (series often up to 57.1 µM), for the others: at the highest dose IkBa stabilization activation | 0.04% of 110,000 active | AID 445; active = well fitted curve in the direction sought with a large enough effect in the signal ratio, not every such curve was filed as active; inconclusive = small, poorly fitted or top-dose-only effect, or a change in a side signal; the % refers to the signal ratio;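 note: the direction sought is a rising ratio; 0% = basal untreated cells and 100% = reference inhibitor full response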
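In this assay, an IκBα–CBG68 fusion accumulates when IKK-driven degradation is blocked; native CBR normalizes for cell number. OCI-Ly3 cells were treated 4 h with compound and doxycycline, then green and red light read after Chroma-Glo addition.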
Peg3 imprint: induces erasure of genomic imprints in mouse ES cells | mouse ES Peg3-LacZ reporter, beta-gal luminescence, 40 h | Potency, µM (series often up to 60.7 µM), without a hit: at the top dose activity change, positive = activation, actives largely listed as activators | 0.02% of 110,000 active | AID 1948;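 note: 0% = negative control wells on the plate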
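Imprint erasure is scored as LacZ activity from the silenced maternal Peg3 allele in feeder-free female ES cells cultured 40 h with LIF. Luminescence is normalized to in-plate negative controls and fitted to the Hill equation.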
Active calls of the source: *; ? = inconclusive; nt = not tested or not shown; & = joins results of further samples; [ ] = dose if it differs, or a comment. Unless noted, calls come from the whole dose curve; as a rule, active = well fitted curve in the direction sought with a large enough effect; inconclusive = small, poorly fitted or top-dose-only effect, or another doubt; inactive = no such curve, though single readings can be large; an effect the other way counts as inactive or inconclusive. Unless noted, % is set by controls: 0 for no effect and ±100 for the full control effect; potency is the fitted concentration of half-maximal effect.

SMILES	p53ts 32C tox	p53ts 39C tox	IkB signaling	Peg3 imprint
CCSc1ncc(Cl)c(C(=O)N(Cc2ccccc2Cl)C2CCS(=O)(=O)C2)n1 (configuration not stated)	5%	19%	?	-6%[10.9 µM]
CCOc1ccc(NC(=O)CSC2=Nc3ccccc3C3=NC(CC(=O)NCc4ccccc4OC)C(=O)N23)cc1 (configuration not stated)	8%	-5%	0.2%	19%[10.9 µM]
Cn1c(=NC(=O)CSCC(=O)N2CCCCC2)sc2ccccc21	-10%	-4%	0.2%	-14%
O=C(NCc1ccc(F)cc1)c1cc2cccc3c2n1CCS3	-14%	-6%	?	-16%[10.9 µM]
COc1cccc(CNC(=O)CSc2n[nH]c(-c3ccccc3Cl)n2)c1OC	-11%	-3%	-1.7%	24%[10.9 µM]
COc1cc(/C=N/n2cnnc2)ccc1OCCOc1ccccc1	-10%	-6%	-1.2%	-1%
Cc1c(C(=O)NCc2ccc3c(c2)OCO3)sc2nc(-c3ccc(F)cc3)cn12	-7%	4%	2.9%	-18%
Cc1ccc(C2CC(=O)NC(SCc3ccccc3)=C2C#N)cc1 (configuration not stated)	-14%	4%	nt	nt
O=C(Cn1nc(-c2ccccc2)ccc1=O)NCCN1CCN(Cc2ccccc2)CC1	-3%	3%	2.6%	-13%
COc1ccc2oc(=O)c(C(=O)O)cc2c1	4%	9%	-3.8%	-6%
CC(C)CNC(=O)c1c(-c2ccccc2)c(-c2ccccc2)nn(C)c1=O	1%	-11%	1.2%	-8%[10.9 µM]
Cc1n[nH]c(=O)nc1NCc1ccc(Cl)cc1	-3%	0%	-0.1%	11%
CS(=O)(=O)N1CCN(c2ccccc2NC(=O)c2cccnc2)CC1	7%	8%	-0.2%	-3%
COc1ccccc1CNC(=O)CSc1ncc2c(n1)-c1ccc(Cl)cc1N(Cc1ccccc1)S2(=O)=O	-1%	-13%	-1.3%	23%[10.9 µM]
Cn1c(-c2ccc(CN3CCCCC3)o2)nc2ccccc21	-20%	-21%	1.4%	-74%[inhibitor]
CCOc1ccc(NC(=O)Cn2c(=O)n(CCC(=O)NCCc3ccccc3)c(=O)c3ccccc32)cc1	2%	13%	3.0%	9%[10.9 µM]
Cc1oc(-c2ccc(Cl)cc2)cc1-c1nn2c(-c3ccoc3C)nnc2s1	6%	3%	1.0%	7%
CC(=O)N1CC=CC1(C)C(=O)NCc1cc(F)cc(C(F)(F)F)c1 (configuration not stated)	-2%	-13%	nt	-7%
CCN(CC)C(C(=O)Nc1ccc2c(c1)OCO2)c1ccccc1 (configuration not stated)	-9%	-13%	3.3%	-1%
O=C(CSc1nnnn1Cc1ccccc1)Nc1ccc2c(c1)OCO2	-3%	-4%	0.4%	-4%
CCCC(=O)NC1=C(C#N)C2(CCCC2)Cc2ccccc21	0%	7%	2.6%	-3%
CCCn1cc(NC(=O)C2CC(c3cccc(Br)c3)=NO2)cn1 (configuration not stated)	-9%	0%	1.7%	3%
CCOCCCNC(=O)C(NC(=O)CNC(C)=O)c1ccc(Cl)cc1 (configuration not stated)	4%	7%	-1.8%	-2%
Cc1ccc(NC(=O)CN2C(=O)c3ccccc3Sc3ccc(C(=O)N4CCCC4)cc32)cc1	3%	3%	5.5%	-5%[10.9 µM]
CCc1ccc(CNC(=O)c2ccc(NC(=O)N3CCSc4ncccc43)cc2)cc1	8%	-16%	?	7%[10.9 µM]

The listing continues:
SMILES	p53ts 32C tox	p53ts 39C tox	IkB signaling	Peg3 imprint
COc1ccc(S(=O)(=O)NCC(c2ccco2)N2CCOCC2)cc1C (configuration not stated)	-3%	-17%	-4.5%	21%[10.9 µM]
COC(=O)c1ccc(Cn2c(=O)cc(C)c3c(C)nn(C)c32)cc1	-5%	?	?	-16%[10.9 µM]
CN1CCN(c2ccnc(-c3cccnc3)n2)CC1	5%	-4%	1.2%[11.4 µM]	-7%
COCCCNC(=O)c1c(NC(=O)c2cc(=O)c3cc(C)c(C)cc3o2)sc2c1CCCC2	0%	3%	-1.3%	16%[10.9 µM]
N[C@H](CCC(=O)NCC(=O)O)C(=O)O	-2%	-2%	0.3%	1%
CCOC(=O)c1cnc(-n2nc(C)cc2C)nc1NC	-26%	-17%	-2.1%	-46%[inhibitor]
CCCC(=O)OCCn1c(Br)nc2c1c(=O)[nH]c(=O)n2C	2%	-10%	0.4%	-4%
O=C(CSc1nc2ccccc2[nH]1)Nc1ccccc1N1CCOCC1	6%	0%	2.1%	-8%
CS(=O)(=O)N(Cc1nc2sc3c(c2c(=O)[nH]1)CCCC3)C1CCCCC1	7%	9%	5.8%	-16%
O=C(NCc1cccnc1)Nc1ccccc1F	-21%	5%	nt	nt
CCOc1ccc(N2CC(c3nc4ccccc4n3CCCOc3ccccc3OC)CC2=O)cc1 (configuration not stated)	-16%	?	?	0%[10.9 µM]
CC(C)NC(=O)COC(=O)c1ccc(O)cc1	0%	-5%	5.8%	-9%
CCOCc1nnc(NC(=O)CSc2ccc(C)cc2)s1	-8%	9%	nt	nt
Cc1cccc(CCNC(=O)c2ccc3c(c2)nc2n3CCC(C)C2)c1 (configuration not stated)	-28%	-34%	?	10%[10.9 µM]
COC(=O)c1ccccc1NC(=O)CSc1nc2ccsc2c(=O)n1CCC(C)C	1%	-29%	-0.6%	?
O=C(NCCN1Cc2ccccc2C1=O)c1cccs1	2%	8%	2.1%	-12%
C=CCSC1=C(C#N)C(c2cc(Br)c(O)c(OC)c2)CC(=O)N1 (configuration not stated)	2%	-4%	-0.5%	16%
O=C(c1ccco1)N1CCN(S(=O)(=O)c2ccc3c(c2)OCCO3)CC1	3%	3%	-0.7%	-7%
COc1cc2c(cc1OC)-c1cc(=Nc3c(C)cc(C)cc3C)n(C)c(=O)n1CC2	-8%&-23%	-17%&-17%	-1.5%	-20%&-22%
COc1ccc(-c2[nH]c3ccccc3c2SCCNC(=O)c2ccc(S(=O)(=O)N(C)C)cc2)cc1	6%	-3%	?	-14%[10.9 µM]
Cc1ccc2nc(NC(=O)CSc3ncc(C(=O)Nc4ccc(F)cc4)c(=O)n3C)sc2c1	9%	-13%	6.4%	-27%[10.9 µM]
CC1=CCC2C(=O)N(CCc3c[nH]c4ccccc34)C(=O)C2C1 (configuration not stated)	6%	8%	nt	nt
CC(C)C(NS(=O)(=O)c1ccc2c(c1)OCCO2)C(=O)NCCc1ccccn1 (configuration not stated)	8%	1%	0.1%	2%
O=C(CCN1C(=O)c2cccnc2C1=O)NC1CCCCCC1	3%	3%	1.8%	21%
Cn1nnc2cc(NC(=O)NCc3ccc4c(c3)OCO4)ccc21	-5%	-6%	3.4%	-4%

A different layout for five compounds above:
Results follow in this order: p53ts 32C tox	p53ts 39C tox	IkB signaling	Peg3 imprint
> CC(=O)N1CC=CC1(C)C(=O)NCc1cc(F)cc(C(F)(F)F)c1 (configuration not stated)
 : -2%	-13%	nt	-7%
> O=C(NCCN1Cc2ccccc2C1=O)c1cccs1
 : 2%	8%	2.1%	-12%
> CC(C)C(NS(=O)(=O)c1ccc2c(c1)OCCO2)C(=O)NCCc1ccccn1 (configuration not stated)
 : 8%	1%	0.1%	2%
> O=C(CCN1C(=O)c2cccnc2C1=O)NC1CCCCCC1
 : 3%	3%	1.8%	21%
> O=C(c1ccco1)N1CCN(S(=O)(=O)c2ccc3c(c2)OCCO3)CC1
 : 3%	3%	-0.7%	-7%

Continued:
SMILES	p53ts 32C tox	p53ts 39C tox	IkB signaling	Peg3 imprint
CCc1nc2nc(C)cc(Nc3cc(Cl)ccc3OC)n2n1	13%	-17%	-0.9%	-6%[10.9 µM]
CCc1ccc(NC(=O)c2cnn(-c3ccccc3)c2-n2cccc2)cc1	2%	?	?	9%[10.9 µM]
Cc1oc2c(cc(NS(=O)(=O)c3ccc(Br)cc3)c3ccccc32)c1C(=O)OCc1ccccc1	-21%	20µM*	?	-18%[10.9 µM]
CS(=O)(=O)N1CCc2cc(-c3csc(NC(=O)Cc4ccccc4)n3)ccc21	3%	1%	nt	nt
CCSc1nnc(NC(=O)c2ccco2)s1	?	-24%	?	-41%[inhibitor]
Nc1nn(-c2ccccc2)nc1C(=O)OCc1ccc(Cl)cc1	-9%	-7%	0.0%	-2%[10.9 µM]
S=C(c1nc2ccccc2[nH]1)N1CCOCC1	-7%	3%	nt	nt
C=CCN1CC2CC3(COc4cc(C)cc(C)c4)C=CC2(O3)C1=O (configuration not stated)	-11%	12%	-1.4%	-3%
CCOc1ccc(OCC)c(NC(=O)CC(C)n2nc(C)cc2C)c1 (configuration not stated)	4%	-9%	-1.4%	-13%[10.9 µM]
Cc1ccccc1-c1noc(CSc2nc(-c3ccc(F)cc3)cc(=O)[nH]2)n1	8%	-1%	-2.5%	20%[10.9 µM]
Cc1ccc(C(=N)c2ccccc2Cc2cccc3ccccc23)c2ccccc12	4%[9.22 µM]	0%[9.22 µM]	1.9%[11.4 µM]	-9%[10.9 µM]
CCOC(=O)c1nc(N)sc1C(=O)OCC	11%	5%	-3.4%	6%
COC(=O)c1ccccc1NC(=O)c1cc2ccccn2n1	-17%	?	?	-11%[10.9 µM]
COCCn1c(SCC(=O)N2CCCc3ccccc32)nc2ccccc2c1=O	9%	-10%	1.8%	-21%
Cc1cc(C)cc(NC(=O)NCC2CCN(Cc3cc(C)ccc3C)CC2)c1	7%	-8%	0.4%	-16%[10.9 µM]
CCOC(=O)c1ccc(NS(=O)(=O)c2ccc3c(c2)CCN3C(=O)CC)cc1	1%	7%	?	-6%[10.9 µM]
CC1=C(C(=O)Nc2ccccn2)C(c2ccccc2)n2ncnc2N1 (configuration not stated)	-7%	-13%	nt	nt
CSc1nc2c(c(=O)[nH]c(=O)n2C)n1C/C=C(\C)Cl	4%	7%	0.1%	-13%
O=C(COc1ccccc1)Nc1ccc2nc(SCCOc3ccccc3)sc2c1	-6%	2%	?	-15%[10.9 µM]
O=c1c2ccccc2nc(-c2ccoc2)n1CCc1ccccc1	1%	13%	0.5%	-3%
O=S1(=O)C=C(Oc2ccc(F)cc2)c2ccccc21	5%	16%	1.5%	-13%
COc1cc(C(=O)COC(=O)Cc2cnc3sccn23)cc(OC)c1OC	-2%	-6%	-0.5%	0%
Cc1noc(C)c1COC(=O)c1cc2c(C)nn(-c3ccc(F)cc3)c2s1	1%	-7%	-0.5%	-12%
C[C@@H](C(=O)N[C@@H](CO)Cc1ccccc1)[C@H]1C[C@]1(C)[C@H](NC(=O)OCc1ccccc1)c1ccccc1	4%	-4%	nt	-11%
CCn1c(=O)cc(SCC(=O)NCCc2cc(OC)ccc2OC)c2ccccc21	-6%	-5%	1.6%	-8%[10.9 µM]

The results go on:
SMILES	p53ts 32C tox	p53ts 39C tox	IkB signaling	Peg3 imprint
COc1ccc(CCNC(=O)CSc2nc(N)c3c(C)c(C)oc3n2)cc1OC	-4%	-3%	-1.1%	-3%
O=C(NC1CCCCC1)C1CCN(c2nccs2)CC1	3%	7%	0.2%	-6%
O=C(c1ccccc1)c1nnc(-c2ccncc2)o1	-7%	0%	?	-53%[inhibitor]
COc1ccc2[nH]c(=O)c(CN(C(=O)c3ccncc3)C(C)(C)C)cc2c1	8%	-2%	4.0%	1%
CCOC(=O)c1c(NC(=O)c2nn(CC)cc2Br)c(C#N)cn1-c1ccccc1	1%	3%	?	-11%
O=c1ccc(S(=O)(=O)N2CCC(Cc3ccccc3)CC2)c[nH]1	6%	-1%	0.2%	-9%
CCOc1ccccc1CNS(=O)(=O)c1ccc2[nH]c(=O)ccc2c1	-4%	-11%	?	-9%[10.9 µM]
Fc1ccc(-c2nnc(NC3=NCCCCC3)o2)cc1	4µM*	4µM*	?	-92%[inhibitor]
CN(Cc1cccs1)C(=O)COc1cccc(-n2cnnn2)c1	23%	-4%	0.9%	-10%
Cc1ccccc1-c1nc(CS(=O)(=O)CC(=O)N2CCN(c3ccccc3)CC2)c(C)o1	-1%	-14%	?	3%[10.9 µM]
Cc1ccc(N(CC(=O)Nc2ccc(C)c(F)c2)S(=O)(=O)c2c(C)n[nH]c2C)cc1	10%	12%	?	9%[10.9 µM]
COC(=O)c1cccc(NC(=O)CSc2nnnn2C)c1	7%	-4%	-0.2%	-23%
Cc1cccc(NC(=O)CSc2nc3c(sc4ccccc43)c(=O)n2CCCC(=O)NC2CCCC2)c1	3%	-16%	?	-5%[10.9 µM]
CCOc1ccc(CNC(=O)CCCn2c(=O)c3cccn3c3ccccc32)cc1	7%	-27%	-0.6%	-15%[10.9 µM]
CN1CCN(C(=O)c2cccc(COc3cc(Cl)ccc3Cl)c2)CC1	-8%	-2%	-3.5%	-20%
